Screening results: PubChem BioAssay, Vanderbilt University
GIRK2 act = Activates human GIRK2-containing potassium channels; HEK293 GIRK2/NPY4 cells, thallium flux fluorescence; activation (% efficacy), % for hits at 37.5 µM; P48051; 34,000 tested, under 10 active;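 active = primary screen hit, no activity in plain HEK293 cells, and in GIRK2-only cells above 5% efficacy rising with concentration; inactive = the rest, including fluorescent compounds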;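 also: efficacy is normalized control-subtracted fluorescence 15 s after thallium addition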
Target sequence (P48051 whole entry, looked up): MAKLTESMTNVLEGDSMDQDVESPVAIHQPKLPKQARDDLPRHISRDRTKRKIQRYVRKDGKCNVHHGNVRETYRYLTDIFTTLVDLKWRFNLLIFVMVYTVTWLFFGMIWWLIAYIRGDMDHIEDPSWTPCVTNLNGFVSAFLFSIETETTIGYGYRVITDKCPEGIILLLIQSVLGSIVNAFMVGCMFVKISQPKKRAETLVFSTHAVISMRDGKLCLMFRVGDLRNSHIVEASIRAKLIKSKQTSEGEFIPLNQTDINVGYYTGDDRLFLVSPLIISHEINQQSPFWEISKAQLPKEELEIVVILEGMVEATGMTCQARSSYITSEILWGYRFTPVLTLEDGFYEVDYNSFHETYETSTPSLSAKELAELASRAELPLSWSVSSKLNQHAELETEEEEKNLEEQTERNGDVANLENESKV
Calls only; i = inactive. Not all compounds are listed (hit frequency here may not be typical).

smiles	GIRK2 act
COc1ccccc1CCNC(=O)C(=O)Nc1ccc(NC(C)=O)cc1	i
COc1ccccc1NC(=O)Nc1ccc(Nc2ccc(-n3nc(C)cc3C)nn2)cc1	i
CC(C)(C)c1csc(CN2CCN(S(=O)(=O)c3ccc(F)cc3F)CC2)n1	i
CCNC(=O)c1csc(-c2cnccn2)n1	i
COCCCNc1nc(=S)[nH]c2ccccc12	i
CNC(=O)c1cccc(-c2noc(C3CN(C(=O)Nc4cccc(OC)c4OC)C3)n2)c1	i
COc1ccc(Cl)cc1C(=O)NCCCCN1CCOC(c2ccccc2)C1 (stereo not given)	i
Cc1nc2ccc(NS(=O)(=O)c3ccc(F)cc3)cc2c(=O)n1-c1ccc(Cl)cc1	i
COC(=O)c1cc(-c2cc3ccccc3o2)nc2c1c(C)nn2C1CCS(=O)(=O)C1 (stereo not given)	i
COc1ccc(-c2cc(=O)n(CC(=O)N3CCN(CCc4ccccc4)CC3)cn2)cc1	i
O=C(Nc1cccc([N+](=O)[O-])c1)c1ccc(=O)[nH]n1	i
CC(C)Oc1ccc(C(=O)NCC(c2cccc3ccccc23)N2CCOCC2)cc1 (stereo not given)	i
COc1ccc(S(=O)(=O)NCc2cccnc2)cc1N(C)S(=O)(=O)c1ccc(C)cc1	i
CCc1ccccc1NC(=O)NCCNc1nc(C)cc(N(C)C)n1	i
O=C(NCCC1=CCCCC1)C(=O)NCC1CCN(Cc2ccccc2)CC1	i
CCNc1nn(CC(=O)Nc2cc(C)ccc2OC)c(N)c1-c1nc(-c2ccc(Cl)cc2)no1	i
CCOc1ccccc1NC(=O)/C=C/c1ccc(OC)cc1OC	i
CC(C)c1nnc(C2CCN(C(=O)Cc3cn(C)c4ccccc34)CC2)o1	i
CCCCC(=O)N1c2ccccc2CC1C(=O)NC (stereo not given)	i
COc1ccc(Cc2nnc(SCC(=O)Nc3cccc(C(C)=O)c3)n2N)cc1	i
N#Cc1ccc(Cl)cc1NC(=O)C(=O)NCC1(c2ccccc2)CCOCC1	i
O=C(CSc1nc2c(c(=O)[nH]1)CN(Cc1ccc3c(c1)OCO3)CC2)Nc1cc(F)ccc1F	i
Cc1c(C(=O)NCc2ccc(C(=O)O)cc2)c(=O)oc2ccccc12	i
Cc1c(C(=O)NCc2ccccc2)c(C(F)(F)F)nn1C(C)C	i
COCCN1CCC(CNC(=O)C2CCCCC2)CC1	i
COC(=O)C1CCN(C(=O)CCc2csc(NS(=O)(=O)c3ccc(F)cc3)n2)CC1	i
COc1ccc(NC(=O)c2ccc(F)c(F)c2)cc1N1CCCCC1=O	i
Cn1cccc1C(O)CNC(=O)c1nc2ccccc2s1 (stereo not given)	i
CCOc1ccc(NC(=O)C(=O)NCC2CCN(Cc3ccco3)CC2)cc1	i
CC(C)C(NC(=O)c1cccs1)C(=O)Nc1nccs1 (stereo not given)	i

(continued)
smiles	GIRK2 act
COC(=O)C12CC3CC(CC(NC(=O)CCn4cnc5ccccc5c4=O)(C3)C1)C2	i
CC(C)Oc1ccc(C(=O)NCC(C)(O)c2ccccc2)cc1 (stereo not given)	i
O=C(N1CCOCC1)N1CCN(c2cc(Cl)ccc2Cl)CC1	i
O=C(CSc1ccc(NC(=O)c2ccccc2)nn1)Nc1ccc2c(c1)OCCO2	i
Cc1cc(N(C)C)nc(NCCNC(=O)COc2nccc(C)n2)n1	i
O=C(c1c(F)cccc1Cl)N1CCN(c2nccn2-c2cccc(Cl)c2)CC1	i
CC(=O)Nc1cccc(NC(=O)Cc2csc(NC(=O)c3ccc[nH]c3=O)n2)c1	i
COc1ccc(SCC(=O)Nc2c3c(nn2C)CCC3)cc1	i
Cn1c(C(F)(F)F)nn(CCNC(=O)c2ccc(S(=O)(=O)N3CCCC3)cc2)c1=O	i
NC(=O)CN(c1ccccc1)C1SC(=O)N(c2ccc(F)cc2)C1=O (stereo not given)	i
O=C(Cc1csc(SCC(=O)c2ccccc2)n1)NC1CCCCC1	i
Cc1ccc(N2C(=O)CCS2(=O)=O)cc1S(=O)(=O)N1c2ccccc2CC1C (stereo not given)	i
O=C(NCC1CCN(C(=O)/C=C/c2ccco2)CC1)C(=O)Nc1ccon1	i
COc1ccc2c(=O)c(Oc3ccc(C(=O)NC4CC4)cc3)c(C)oc2c1	i
CC(C(=O)Nc1ccc(Br)cc1)N1C(=O)c2ccccc2S1(=O)=O (stereo not given)	i
COc1ccc(Cl)cc1NC(=O)N1CC2CC1C(=O)O2 (stereo not given)	i
Cc1cccc(OCC(O)CN2C(C)(C)CC(O)CC2(C)C)c1C (stereo not given)	i
COc1ccc(C(=O)CSc2nc(CC(=O)Nc3nc(-c4cccnc4)cs3)cs2)cc1	i
COc1cn(CC(=O)Nc2ccc(NC(C)=O)cc2)c(CSc2ccccc2)cc1=O	i
COc1ccccc1C(=O)N1CCN(c2ccc(-c3ccc(C)cc3C)nn2)CC1	i
COc1cccc(OC)c1C(=O)Nc1ccc2c(c1)N(C(=O)C(C)(C)C)CC2	i
COc1ccc(NS(=O)(=O)c2cccs2)cc1N1CCCC1=O	i
COc1cccc(NC(=O)NC2CCCC(O)C2)c1OC (stereo not given)	i
CS(=O)(=O)N1CCN(C(=O)C2(c3cc(-c4cccs4)on3)CC2)CC1	i
C#CCn1c(=NC(=O)c2ccn(C)n2)sc2cc(S(N)(=O)=O)ccc21	i
O=C(Cc1cc(-c2cccs2)on1)NCc1ccc2c(c1)OCO2	i
CCOc1ccccc1NC(=O)Cn1nc(C(=O)Nc2ccc(C)cc2)ccc1=O	i
O=C(NCCN1CCOCC1)C(=O)NC1CCCC1	i
O=C(CN1C(=O)c2ccccc2S1(=O)=O)Nc1ccc2c(c1)OCO2	i
CCOc1ccccc1NC(=O)Cc1nnc(-c2ccsc2)o1	i

5 structures out of the list, arranged by length of the SMILES, smallest number first:
smiles	GIRK2 act
CC(C)Oc1ccc(C(=O)NCC(C)(O)c2ccccc2)cc1 (stereo not given)	i
O=C(Cc1cc(-c2cccs2)on1)NCc1ccc2c(c1)OCO2	i
COc1ccc2c(=O)c(Oc3ccc(C(=O)NC4CC4)cc3)c(C)oc2c1	i
O=C(CSc1ccc(NC(=O)c2ccccc2)nn1)Nc1ccc2c(c1)OCCO2	i
CS(=O)(=O)N1CCN(C(=O)C2(c3cc(-c4cccs4)on3)CC2)CC1	i

Following part:
smiles	GIRK2 act
COc1ccc(-c2nsc(C(=O)NCCc3ccccc3)c2N)cc1	i
CCOc1ccc(C(=O)Nc2ccc3c(c2)CCC(=O)N3CC(C)C)cc1	i
Cc1ccc(-n2ncc3c(=O)n(NC(=O)CC(c4ccccc4)c4ccccc4)cnc32)cc1	i
Cc1cc(-c2nnc(NC(=O)C3=COCCO3)o2)nn1C	i
COc1ccccc1NC(=O)NCC1(c2cccs2)CCOCC1	i
Cc1nc2c(ccc3nc(NC(=O)c4cccc(S(=O)(=O)C(C)C)c4)sc32)s1	i
CCCNC(=O)CN1CCN(c2nccn2-c2cccc(Cl)c2)CC1	i
Cc1nnc2ccc(OCCNS(=O)(=O)c3ccc(Cl)s3)nn12	i
O=C(Nc1ccc(SCc2ccccn2)nn1)c1cccs1	i
COC(=O)c1ccc(CSc2cc(N3CCCC3)ncn2)o1	i
O=C(Nc1cccnc1)C1CN(c2nc3c(F)cccc3s2)C1	i
Cc1ccc(OCC(=O)NCCS(=O)(=O)N2CCN(c3ccccn3)CC2)cc1	i
CCc1ccc(S(=O)(=O)c2cnc(SCC(=O)NCc3ccccc3)[nH]c2=O)cc1	i
COc1cc([N+](=O)[O-])ccc1NC(=O)c1ccc(=O)n(Cc2ccc(Cl)cc2)c1	i
Cc1ccc(NS(=O)(=O)c2ccc3c(c2)CCCC3)cc1N1CCCC1=O	i
Cn1nnc2c(=O)n(CC(=O)NCc3ccc4c(c3)OCO4)cnc21	i
CCCCC(=O)NCCCS(=O)(=O)N1CCN(c2ccc(F)cc2)CC1	i
COCCNC(=O)Cn1nc2c(c1NC(=O)c1cc3ccccc3o1)CSC2	i
Cc1ccc(S(=O)(=O)NCC2CCN(Cc3cccs3)CC2)c(C)c1	i
COc1cccc(NC(=O)c2sccc2S(=O)(=O)N2CCN(c3ccc(Cl)cc3)CC2)c1	i
O=C(Cc1csc(Nc2ccc(Cl)cn2)n1)NCC1CCCO1 (stereo not given)	i
Cc1cccc(Nc2ccc(N3CCN(C(=O)C4CCC(=O)N4)CC3)nn2)n1 (stereo not given)	i
CC(=O)c1ccc(NC(=O)c2nnn(-c3ccc(F)cc3)c2N)cc1	i
Cc1cc(C(=O)NCC(c2ccc(F)cc2)N2CCN(C)CC2)no1 (stereo not given)	i
C=CCc1cccc2cc(C(=O)N3CCN(CCOc4ccc(C)cc4)CC3)c(=O)oc12	i
COC(=O)c1sccc1S(=O)(=O)Nc1ccc(CC(=O)N2CCC(O)CC2)cc1	i
O=C(NCCc1ccsc1)C(=O)NCc1ccc(Cl)cc1	i
COc1ccccc1CNC(=O)CCc1sc(C)nc1-c1cccs1	i
O=C(NCC1CCN(Cc2ccco2)CC1)c1cccc(C(F)(F)F)c1	i
COc1cc(C(=O)Nc2ccc3c(c2)N(C(=O)C2CC2)CCC3)cc(OC)c1OC	i

New compounds follow.
smiles	GIRK2 act
CCOc1cccc2sc(N3CCN(C(=O)NCCc4ccc(OC)cc4)CC3)nc12	i
O=C(CN1CC(c2nc(-c3cccc(C(F)(F)F)c3)no2)C1)NCc1ccc(F)cc1	i
O=C(CS(=O)(=O)c1ccc(Br)s1)Nc1nccs1	i
O=C(Cc1ccc(NC(=O)C2CCCCC2)cc1)NC1CC1	i
O=S(=O)(c1ccc(Cl)cc1)N1CCN(c2ccc3nncn3n2)CC1	i
COc1ccc(CNC(=O)C(=O)NCC2CCN(C(=O)c3ccncc3)CC2)cc1	i
Cc1ccccc1NC(=O)CCCOc1ccccc1	i
COc1cccc(CNC(=O)CN2C(=O)c3ccccc3S2(=O)=O)c1	i
CCOC(=O)N1CCN(C(=O)CCCCCn2c(=S)[nH]c3ccccc3c2=O)CC1	i
COc1ccc(-c2ccc(=O)n(CCCNC(=O)c3ccc(C)cc3)n2)cc1	i
CCNc1nn(CC(=O)NCc2ccccc2)c(N)c1-c1nc(-c2ccccc2C)no1	i
Cn1c(=O)[nH]c(=O)c2c1nc(Nc1ccc(Oc3ccccc3)cc1)n2CC(=O)O	i
COC(=O)c1ccc(C(=O)Nc2nnc(-c3ccn(C(C)C)n3)o2)cc1	i
COc1ccc(OC)c(-c2cc(C(=O)NCCN3CCC(c4cccs4)CC3)n(C)n2)c1	i
COc1ccc(NC(=O)Cc2csc(Nc3cccc(Cl)c3)n2)c(OC)c1	i
CCOc1ccc(-c2ccc(=O)n(CC(=O)NCc3ccccc3Cl)n2)cc1	i
CC1CN(C(=O)Cc2cc(-c3ccc4c(c3)OCO4)on2)CC(C)O1 (stereo not given)	i
Cn1c(C(F)(F)F)nn(CCNC(=O)C(C)(C)Oc2ccc(Cl)cc2)c1=O	i
Cc1cccc(-n2nc3c(c2NC(=O)C(=O)NCc2ccc4c(c2)OCO4)CS(=O)(=O)C3)c1	i
Cc1nc(C)c(C(=O)NCCCn2cccc2)s1	i
O=C(NCC1COC2(CCCCC2)O1)C12CC3CC(CC(C3)C1)C2 (stereo not given)	i
COc1ccc(S(=O)(=O)Nc2nc(CC(=O)Nc3ccccc3C(N)=O)cs2)cc1	i
Cc1ccc(-c2ccc(=O)n(CCCC(=O)Nc3cccc(Cl)c3C)n2)cc1	i
CC(C)(C)c1cc(N2CCN(CCO)CC2)n2ncc(-c3ccccc3)c2n1	i
CCn1ccnc1N1CCN(C(=O)c2cccs2)CC1	i
CN(C)CCNC(=O)C(=O)Nc1ccc2c(c1)OCO2	i
COc1cc(C(=O)NCC2CCN(Cc3cccs3)CC2)cc(OC)c1OC	i
COc1ccc2nc(-c3ccc(NS(=O)(=O)c4cccc(C(F)(F)F)c4)cc3)cn2n1	i
CSc1cccc2sc(N3CCN(C(=O)Nc4ccc5c(c4)OCO5)CC3)nc12	i
COc1cn(-c2ccc(F)cc2)nc1C(=O)NCCc1ccc(S(N)(=O)=O)cc1	i

Continued:
smiles	GIRK2 act
CCc1ccccc1NC(=O)NCCOc1ccc2nnc(-c3cccc(F)c3)n2n1	i
CS(=O)(=O)N1CCN(C(=O)Cc2csc(NC(=O)c3ccc4c(c3)OCO4)n2)CC1	i
COc1ccc(CNC(=O)c2ccc3c(=O)n4c(nc3c2)SCC4)cc1OC	i
O=C(NCCn1nc(-n2cccn2)ccc1=O)c1ccccc1C(F)(F)F	i
NC(=O)C1CCN(C(=O)Cc2csc(NC(=O)c3ccc(=O)[nH]c3)n2)CC1	i
COCCOC(=O)CC1NCCNC1=O (stereo not given)	i
Cc1cc(C(=O)Nc2nnc(C3CCCCC3)o2)on1	i
O=C1CN(CCc2ccccc2F)C2CS(=O)(=O)CC2N1c1cccc(Cl)c1 (stereo not given)	i
O=C(NCCOc1ccc(F)cc1)c1cc(-c2ccco2)n(C2CCS(=O)(=O)C2)n1 (stereo not given)	i
O=C(CN1CC(c2nc(-c3cccc(C(F)(F)F)c3)no2)C1)N1CCCc2ccccc21	i
Cn1c(=O)c2c(SCCN3CCCC3)ccnc2n(C)c1=O	i

5 consecutive records from above, for reference:
smiles	GIRK2 act
CS(=O)(=O)N1CCN(C(=O)Cc2csc(NC(=O)c3ccc4c(c3)OCO4)n2)CC1	i
COc1ccc(CNC(=O)c2ccc3c(=O)n4c(nc3c2)SCC4)cc1OC	i
O=C(NCCn1nc(-n2cccn2)ccc1=O)c1ccccc1C(F)(F)F	i
NC(=O)C1CCN(C(=O)Cc2csc(NC(=O)c3ccc(=O)[nH]c3)n2)CC1	i
COCCOC(=O)CC1NCCNC1=O (stereo not given)	i
